Fh CTSL1 inh = cathepsin L1 inhibition, PFM18AAP counter-screen. recombinant F. hepatica cathepsin L1, Z-Leu-Arg-MCA fluorescence. inhibition, % at 5.96 µM. 300,000 compounds, 0.49% hits. AID 1906;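 active = inhibition above the mean of all tested compounds plus 3 SD, set per screening campaign, cut at about 17% in these data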;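 also: 0% = plate median of test compound wells and 100% = 1 µM Z-Phe-Ala-diazomethylketone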
TPT1 inh = inhibitors of Candida albicans tRNA 2'-phosphotransferase TPT1; recombinant caTPT1, FP RNA substrate dephosphorylation; inhibition, % at 5 µM; 300,000 compounds, 0.81% hits; AID 1962;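 active = inhibition above the mean of all tested compounds plus 3 SD, set per screening campaign, cut at about 24% in these data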;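 also: plate controls were DMSO alone for no effect and ferristatin control at 100 nM for full effect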
HCV core dimer = HCV core protein dimerization inhibition; TR-FRET GST/Flag-core106 dimerization, 1536-well; inhibition, % at 5 µM; 300,000 compounds, 0.33% hits; AID 1899;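 active = inhibition above the mean of all tested compounds plus 3 SD, set per screening campaign, cut at about 45% in these data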
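assay system = GST-tagged and Flag-tagged HCV core protein residues 1-106 | controls = unlabelled core106 and no-GST-core106 wells | incubation = compound-protein-antibody incubation 4 h at 22.5 °C | probe or stimulus = Eu donor and XL665 acceptor anti-tag antibodies | read-out = % inhibition based on acceptor/donor emission ratio | signal = TR-FRET 671 and 617 nm emission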
GASC-1 inh = inhibitors of human GASC-1 (JMJD2C) demethylase; Q9H3R0; GST-JMJD2C(1-420) H3K9me3 demethylation, DELFIA europium; inhibition, % at 2.35 µM; 330,000 compounds, 0.069% hits;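 active = more than half of a compound's replicate wells show inhibition beyond 50%, single wells judged on their own value; inconclusive = some, but no more than half, of replicates pass 50% inhibition; inactive = no replicate passes 50% inhibition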;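 also: signal counts dimethyl H3K9 product captured on neutravidin plate; 0% = median of DMSO wells and 100% = 0.3 times that DMSO median; strong numbers were not always called active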
Target sequence (Q9H3R0 1-420 limits assumed): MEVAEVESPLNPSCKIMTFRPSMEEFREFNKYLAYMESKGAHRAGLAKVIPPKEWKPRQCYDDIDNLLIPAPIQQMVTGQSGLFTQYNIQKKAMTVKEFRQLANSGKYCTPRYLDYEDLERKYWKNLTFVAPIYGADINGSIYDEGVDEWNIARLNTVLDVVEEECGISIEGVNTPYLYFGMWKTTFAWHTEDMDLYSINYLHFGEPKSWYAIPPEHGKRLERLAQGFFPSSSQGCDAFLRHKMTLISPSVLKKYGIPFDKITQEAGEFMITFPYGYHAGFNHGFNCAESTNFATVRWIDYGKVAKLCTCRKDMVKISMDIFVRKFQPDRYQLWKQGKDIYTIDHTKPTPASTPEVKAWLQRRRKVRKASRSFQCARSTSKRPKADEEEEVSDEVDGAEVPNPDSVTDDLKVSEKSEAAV
LYPLA2 inh = LYPLA2 (human) inhibition in PME1 counter-screen. recombinant LYPLA2, FP-Rh probe fluorescence polarization. AID 2177. O95372. 320,000 compounds, 0.38% hits. inhibition, % at 5.9 µM;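 active = inhibition above the screen-wide mean plus 3 SD, limit set per campaign, cut at about 26% in these data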;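 also: 0% = LYPLA2 with DMSO and 100% = wells lacking LYPLA2 enzyme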
Target sequence (O95372 whole entry, looked up): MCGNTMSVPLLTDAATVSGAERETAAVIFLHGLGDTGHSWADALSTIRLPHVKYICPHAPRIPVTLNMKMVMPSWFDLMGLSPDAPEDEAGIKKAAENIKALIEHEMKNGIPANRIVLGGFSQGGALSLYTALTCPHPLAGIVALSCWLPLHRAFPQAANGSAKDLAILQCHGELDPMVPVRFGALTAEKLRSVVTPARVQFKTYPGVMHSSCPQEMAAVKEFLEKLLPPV
PP5 inh = PP5 (human) phosphatase inhibition; P53041; purified PP5c, OMFP substrate fluorescence; inhibition, % at 6.7 µM; 320,000 compounds, 0.18% hits;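 active = inhibition above the campaign's mean inhibition across all tested compounds plus 3 SD, cut at about 9.5% in these data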;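 also: 0% = DMSO only and 100% = 100 µM cantharidin control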
Efflux pump mplx = antifungal efflux pump inhibition, Nile Red retention; inhibition, % at 10 µM; 330,000 compounds, 0.44% hits; S. cerevisiae Candida pump triplex;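 active = plate passing quality check with inhibition over a set limit, or well fluorescence over plate mean plus 4 SD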;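 also: Nile Red retained in pooled yeast measured as flow cytometry median fluorescence; 0% = buffer negative control and 100% = Enniatin B positive control; higher means more Nile Red kept so more efflux inhibition; some compounds called inactive have numbers as strong as hits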
PP1 inh = blocks human PP1-alpha phosphatase, a PP5 counter-screen | inhibition, % at 6.7 µM | 320,000 compounds, 0.9% hits | purified PP1alpha, OMFP fluorescence | AID 2235 | P62136;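 active = inhibition above the mean inhibition of all tested compounds plus 3 SD, computed separately for each screening campaign, cut at about 15% in these data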
Target sequence (P62136 whole entry, looked up): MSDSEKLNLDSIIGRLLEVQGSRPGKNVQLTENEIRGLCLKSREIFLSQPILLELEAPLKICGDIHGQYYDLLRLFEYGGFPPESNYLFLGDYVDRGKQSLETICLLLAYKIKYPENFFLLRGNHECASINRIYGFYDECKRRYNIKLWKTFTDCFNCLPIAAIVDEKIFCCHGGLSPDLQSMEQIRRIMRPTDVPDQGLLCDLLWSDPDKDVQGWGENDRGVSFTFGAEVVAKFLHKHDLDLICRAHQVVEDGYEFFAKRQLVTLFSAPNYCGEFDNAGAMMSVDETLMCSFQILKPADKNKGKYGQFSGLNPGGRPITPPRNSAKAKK
PREPL inh = inhibits the human prolyl oligopeptidase-like enzyme; Q4J6C6; inhibition, % at 5.96 µM; recombinant PREPL, fluorescence polarization activity-based probe; AID 2751; 320,000 compounds, 0.68% hits; in the data active = inhibition above about 43%;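 also: 0% = enzyme with DMSO and 100% = wells lacking enzyme; many of its hits are not listed in these tables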
Numbers without * were called inactive; ? = inconclusive; . = not tested or not shown; & = joins results of further samples. Some of the compounds tested. The share of hits here may be higher or lower than overall.

SMILES	Fh CTSL1 inh	TPT1 inh	HCV core dimer	GASC-1 inh	LYPLA2 inh	PP5 inh	Efflux pump mplx	PP1 inh	PREPL inh
O=C(O)c1cccc2c(-c3ccccc3)c(-c3ccccc3)[nH]c12	3	0	15	8	10	2.0	0.0	15*	-1
COc1ccc2c(Cl)c(C(=O)NCCc3ccc(S(N)(=O)=O)cc3)sc2c1	-1	-1	-17	6	-17	0.6	-0.2	1	-2
CSCC[C@H](Nc1ncnc2sc(C)c(C)c12)C(=O)O	19*	-5	2	-1	1	0.1	0.1	-3	12
Cc1cccc(NC(=O)CSCC(=O)Nc2cccc(S(=O)(=O)N3CCCCCC3)c2)c1	-2	0	1	0	-1	2.7	-0.1	0	-11
Cc1cccc(/C(N)=N/OC(=O)c2ccccc2Cl)c1	-1	-1	-8	3	-2	-0.7	-0.1	2	3
Cc1ccccc1CNC(=O)c1cc2ccccc2o1	3	-1	6	-2	0	0.2	0.0	3	1
COc1cc(S(=O)(=O)n2ccnc2)ccc1Br	2	-2	1	7	2	-0.8	0.0	-2	13
O=C(COc1ccc(F)cc1Br)N1CCN(S(=O)(=O)/C=C/c2ccccc2)CC1	0	1	20	4	0	1.3	-0.2	2	-47
O=C(NCc1ccc(Cl)cc1)c1ccc(CS(=O)Cc2cccc(Cl)c2)o1 (configuration not stated)	-2	0	6	-2	-9	-0.2	-0.1	-1	-1
Cc1ccc(N2C(=O)N(CC(=O)NC(c3ccccc3)c3ccccc3)C(=O)C2C)cc1 (configuration not stated)	-1	-4	17	-3	-3	3.0	0.1	3	8
COc1cccc(OCc2nnc(-c3cccs3)o2)c1	-1	2	-3	4	10	-0.3	0.1	-3	-6
CCOc1ccc(CCNC(=O)c2cccc(N3CCCC3=O)c2)cc1OCC	-2	3	3	?	-7	-0.6	0.3	-2	4
CCOc1ccc(CCNC(=O)CS(=O)Cc2nc(-c3ccc(OC)c(OC)c3)oc2C)cc1OCC (configuration not stated)	2	-2	-12	1	3	0.0	-0.4	5	1
COC(C(=O)Nc1c(F)cccc1F)c1ccccc1 (configuration not stated)	-3	-6	-3	11	5	1.9	0.0	7	-10
Cc1ccc(-n2ncc3c(=O)n(CC#N)cnc32)cc1	-3	0	-2	1	3	1.8	0.0	-4	8
COc1ccc2c(c1)OC[C@H]1[C@H]2N2C(=O)c3cc(OC)c(OC)cc3NC(=O)[C@@]2(C)[C@H]1c1ccccc1	-1	3	46*	3	-11	7.4	48*	4	2
CC(=O)Nc1ccc(NC(=O)CSc2ncc(C(=O)Nc3ccccc3)c(=O)n2C)cc1	-4	1	4	4	-7	3.3	0.2	4	4
COc1cccc(CN(Cc2cccnc2)S(=O)(=O)c2ccc(-n3cnnn3)c(C)c2)c1	-5	-1	9	4&-18	-9	2.9	0.2	-1	10
CCOc1cccc(C2C(C(=O)c3ccc(C)o3)=C(O)C(=O)N2CCCn2ccnc2)c1 (configuration not stated)	0	1	4	-31	-1	1.1	0.0	5	9
O=C(COc1ccccc1[N+](=O)[O-])Nc1ccc2oc(=O)ccc2c1	0	0	-2	-34	1	2.6	0.8	2	-1

Reformatted field by field: 2 of the compounds above.
CCOc1cccc(C2C(C(=O)c3ccc(C)o3)=C(O)C(=O)N2CCCn2ccnc2)c1 (configuration not stated)
  Fh CTSL1 inh: 0 | TPT1 inh: 1 | HCV core dimer: 4 | GASC-1 inh: -31 | LYPLA2 inh: -1 | PP5 inh: 1.1 | Efflux pump mplx: 0.0 | PP1 inh: 5 | PREPL inh: 9

COc1ccc2c(c1)OC[C@H]1[C@H]2N2C(=O)c3cc(OC)c(OC)cc3NC(=O)[C@@]2(C)[C@H]1c1ccccc1
  Fh CTSL1 inh: -1 | TPT1 inh: 3 | HCV core dimer: 46* | GASC-1 inh: 3 | LYPLA2 inh: -11 | PP5 inh: 7.4 | Efflux pump mplx: 48* | PP1 inh: 4 | PREPL inh: 2

(further entries)
SMILES	Fh CTSL1 inh	TPT1 inh	HCV core dimer	GASC-1 inh	LYPLA2 inh	PP5 inh	Efflux pump mplx	PP1 inh	PREPL inh
Cc1cc2c(cc1S(=O)(=O)N1CCN(c3ccccc3)CC1)OCCN2C	5	-7	-4	-6	2	-5.3	0.0	0	6
COc1ccc2oc(/C=C/N(C)C)c(C(=O)c3ccc(Cl)cc3)c2c1	3	14	2	-5	-4	2.5	-0.1	0	13
Cc1cc(NC(=O)CCNS(=O)(=O)c2ccc3[nH]c(=O)oc3c2)ccc1Br	4	0	4	12	5	2.6	-0.2	-5	-13
COC(=O)Cn1nc(C)c2ccccc2c1=O	1	0	2	-13	-4	-2.5	0.0	-6	1
CC(=O)Nc1ccc(NC(=O)C2CCN(c3ccc(C(F)(F)F)cn3)CC2)cc1	0	-3	2	-1	-1	1.3	0.0	-1	-5
COc1ccc(N(C(=O)c2ccco2)C(C(=O)NC2CCCC2)c2ccco2)cc1OC (configuration not stated)	-1	-1	2	35	14	-2.5	-0.1	-1	18
O=C(Cc1ccc(Cl)cc1)N/N=C/c1cccc(O)c1	18*	-1	0	15	-2	3.7	-0.1	-4	-6
Cc1cccc(Cn2nnc3c2C(=O)c2ccccc2C3=O)c1	19*	-1	21	0	0	1.6	-0.1	3	4
Cc1cc(C)c(S(=O)(=O)c2ccc(C(C)(C)C)cc2)c(Cl)n1	10	1	-13	9	1	2.8	0.0	6	0
CC(NC(=O)/C(C#N)=C/c1cccs1)c1ccccc1 (configuration not stated)	1	3	0	11	-2	-0.4	0.2	-2	16
COc1ccccc1Nc1nc(N2CCOCC2)nc(N2CCOCC2)n1	3&-4	3&-2	-2&-11	19&-1	2&5	2.7&1.6	0.0&-0.3	1&-1	0&1
COc1ccc(C(=O)NCC(=O)OCC(=O)N2CC(C)CC(C)C2)cc1 (configuration not stated)	-12	-2	-9	2	1	3.7	0.1	-4	-6
C=CCn1c(SCN2C(=O)c3ccccc3C2=O)nc2ccc(Cl)cc2c1=O	-3	1	-5	2	0	1.1	0.0	3	-4
c1cc(CNC23CC4CC(CC(C4)C2)C3)ccn1	-4	-2	2	40	-1	-2.4	-0.2	-3	-8
COCCOC(=O)c1c(C)nc(SCC(=O)Nc2ccc(C)cc2)c(C#N)c1-c1ccco1	3	-6	13	-12&-7	-15	3.4	0.0	0	7
COc1ccc(CN(C)C(=O)c2ccc(OCC(=O)N3CCOCC3)c(OC)c2)cc1	.	.	.	-5	0	4.7	0.0	-5	19
CC1CCCCC1NC(=O)c1nn(C)c(=O)c2ccccc12 (configuration not stated)	-2	-1	-1	5	-1	-0.5	0.1	-1	1
Cc1ccc(NC(=O)CSCC(=O)OCc2cc(=O)oc3cc(O)ccc23)c(C)c1	-4	1	8	-3	0	-1.8	0.0	0	1
COCCCNC(=O)CCc1nc2cccnc2n1Cc1ccccc1	3	-2	-1	114	0	1.0	-0.2	-2	15
O=C(O)Cn1c(CC(=O)N2CCCC2)nc2ccccc21	-1	2	3	2	4	3.1	0.0	-1	6
COc1ccccc1NC(=O)/C(=C/c1cccc([N+](=O)[O-])c1)c1ccccc1	-1	-3	8	2	7	2.5	-0.3	-1	3
COc1cc(/C=C(\NC(C)=O)C(=O)Nc2ccccc2C)ccc1OC(C)=O	1	1	-11	-3	-2	0.8	0.0	-1	2
O=C(O)CC/C(=N\NC(=O)c1ccncc1)c1ccccc1	1	-1	-3	4	6	2.9	0.5	1	2
O=S(=O)(c1ccc2c(c1)OCCO2)N1CCC(c2nc3ccccc3s2)CC1	-1	2	6	11	0	1.1	0.0	2	-49
COC(=O)c1ccc(N2Cc3ccccc3/C2=N\C(=O)Nc2ccccc2)cc1	-2	0	12	-3	1	2.6	-0.1	0	2
CCc1oc(C(=O)O)cc1COC	4	0	-2	-2	1	1.0	0.1	1	-2
O=C(COc1ccc(-c2ccccc2)cc1)N1CCCC1	1	0	-2	-3	2	4.2	0.0	-2	12
CN(C)C(=O)N1CCN(C(=O)c2ccccc2Sc2ccccc2C#N)CC1	0	-9	1	2	6	-1.2	0.1	-1	23
COc1ccc(C2CC(c3ccc4ccccc4c3)=NN2C(=O)COC(=O)C2CCC(=O)N2)cc1 (configuration not stated)	2	0	12	6	6	3.5	-0.2	2	-11
O=S(Cc1ccc(Cl)cc1)CC(O)COc1ccc(Cl)cc1 (configuration not stated)	0	0	-4	2	2	3.8	0.0	1	-47
O=c1cc(CN2CCN(S(=O)(=O)/C=C/c3ccccc3)CC2)c2ccc(O)cc2o1	6	1	52*	-13	6	3.4	0.4	4	-5
CCn1cc(C(=O)N2CC(C)CC(C)C2)c(=O)c2cc(S(=O)(=O)N3CCOCC3)ccc21 (configuration not stated)	-1	0	-4	17	-4	-1.6	-0.1	-6	-5
CCc1nn2cc(-c3ccccc3)nc2s1	0	-2	1	10	-5	1.1	0.1	0	-12
CC(Cl)C(=O)NNC(=O)CNS(=O)(=O)c1ccccc1 (configuration not stated)	15	2	2	0	14	0.6	0.0	-3	-2
CCCCC(=O)NS(=O)(=O)c1ccc(N=NN2CCOCC2)cc1	4	0	-1	-21	1	-2.6	0.0	-1	-2
Cc1c(C(=O)N(Cc2cccc(Br)c2)C2CCS(=O)(=O)C2)oc2ccc(F)cc12 (configuration not stated)	5	1	0	1	-1	0.9	-0.6	0	10
O/N=C(/c1ccc(F)cc1)C1CC1c1c(F)cccc1Cl (configuration not stated)	-1	0	-2	-18	7	2.7	0.2	2	-17
CC(C)CC(=O)Nc1ccc(S(=O)(=O)N2CCCC2)cc1	0	0	5	-3	0	-2.8	-0.1	-4	3
CCOc1ccc(-c2nnn(CC(=O)NCc3cccs3)n2)cc1	4	1	0	0	5	0.5	0.0	-5	1
CCN1CCN(CCc2nc3cc([N+](=O)[O-])ccc3n2C)CC1	3	0	-2	-2	8	-0.2	-0.2	-2	11
COc1ccc(CNC(=O)COC(=O)c2ccc(OCC3CCCO3)cc2)cc1 (configuration not stated)	.	.	.	.	2	-1.0	0.1	-1	19
CCOc1ncccc1C(=O)Nc1ccc(F)c(Cl)c1	2	-2	0	3	-3	-0.3	-0.1	-2	-12
COc1ccccc1N1CCN(C(=O)c2cn(-c3ccccc3)nc2-c2cccnc2)CC1	7	-1	2	8	3	-1.2	-0.1	-2	18
CCOc1ccc(NS(=O)(=O)c2ccc(NC(=S)NC(=O)CC(C)C)cc2)cc1	-2	-4	9	22	-28	9.3	0.2	4	-20
C=CCN1/C(=C2/SC(=S)N(C)C2=O)Sc2ccccc21	-2	35*	15	-6	-3	-2.3	0.2	0	3
CCCOc1ccc(C2=CSC3=NCCN23)cc1[N+](=O)[O-]	-4	-1	7	2	6	-0.3	0.0	1	10
O=C(Nc1ccccc1C(=O)N1CCOCC1)c1ccc(CSc2ccccc2)cc1	1	-3	2	12	5	2.5	0.1	-1	3
Cc1c(C(=O)N2CCCCC2)sc(NC(=O)C23CC4CC(CC(C4)C2)C3)c1C#N	5	-7	-2	-10	11	-0.6	0.0	-1	11
CCCC(=O)Nc1ccc(Cl)c(NC(=S)NC(=O)C(C)C)c1	-2	1	1	5	-4	3.6	-0.1	-5	-1
CCCOCC1CC(CCc2nc(=S)[nH][nH]2)C(=O)O1 (configuration not stated)	1	-1	-3	8	1	3.2	0.1	-5	3
COc1ccc(-c2nc(-c3cccc(C)c3)nc(N3CCN(C)CC3)c2C#N)cc1	-3	-3	-3	-7	8	0.2	0.1	3	-8
